From PubChem BioAssay
PI4K2A inh: blocks human PI4K2A kinase activity; activity change, negative = inhibition, % at 76.9 µM; 420,000 tested, 0.13% active; purified PI4K2A, ADP-Glo luminescence, 1 h; active compounds read low; Q9BTU6; in the data active = activity change below about -50%; inconclusive = mostly about -30% to -49%;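 also: -100% = wells without enzyme as full effect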
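In this quantitative HTS, ADP production by PI4K2A was quantified luminescently after 1 h at ambient temperature; 100 microM adenosine served as plate-quality control.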
HP1b chromo inh: blocks HP1-beta chromodomain binding to methylated histone tails; Potency, µM (series often up to 114 µM), without a hit: top-dose activity change, negative = inhibition, hits mostly inhibitors; P83916; 390,000 tested, 0.56% active; AlphaScreen HP1-beta / biotin-H3K9me3 peptide binding; also: potency is read from the fitted curve at half-maximal effect; nearly all actives have a fitted effect of over 70% in size; inactives centre near 23
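AlphaScreen: HP1-beta (50 nM) preformed 30 min with biotin-H3(1-18)K9me3 peptide (50 nM) in PBS pH 7.4, 0.01% Tween-20. Compound added for 30 min at RT, then streptavidin donor/nickel chelate acceptor beads (10 ug/mL) for 30 min.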
Pin1 inh: human Pin1 inhibition; 390,000 tested, 0.009% active; Potency, µM (series often up to 115 µM), inactives show top-dose activity, negative = inhibition, most hits filed as inhibitors; Q13526; Pin1 FP peptide displacement, HiFluor488, 10 min; active = well fitted inhibition curve with a large enough effect in the polarisation, with a control signal flat, not every such curve was filed as active; inconclusive = small, poorly fitted or top-dose-only effect, or effect the other way, or a change in a side signal; inactive = no such curve, though single readings can be large or run the other way; the % refers to the polarisation; also: potency is read from the fitted curve at half-maximal effect; % is scaled to controls: 0 for no effect and ±100 for the full control effect
Target sequence (Q13526 whole entry, looked up): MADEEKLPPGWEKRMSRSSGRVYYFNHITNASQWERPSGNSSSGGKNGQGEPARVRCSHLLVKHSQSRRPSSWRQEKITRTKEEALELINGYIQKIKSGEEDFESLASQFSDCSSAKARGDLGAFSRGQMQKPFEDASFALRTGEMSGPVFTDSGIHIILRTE
ERG Ets-DNA blk: inhibitors of human ERG Ets domain-DNA interaction | fluorescence polarization, His-ERG Ets domain / labelled DNA | Potency, µM (highest dose often 76.9 µM), for inactives: at the top dose FP activity, negative = inhibition, hits mostly inhibitors | 370,000 tested, 0.028% active; active = well fitted inhibition curve with a large enough effect in the polarisation, with a control signal flat; inconclusive = small, poorly fitted or top-dose-only effect, or effect the other way, or a change in a side signal; inactive = no such curve, though single readings can be large or run the other way; the % refers to the polarisation;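 also: polarization taken with two DNA probes labelled with fluorescein and Texas red; potency is read from the fitted curve at half-maximal effect; % of control where 0% means no effect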
Target sequence (P11308 whole entry, looked up, the tested form may be a part): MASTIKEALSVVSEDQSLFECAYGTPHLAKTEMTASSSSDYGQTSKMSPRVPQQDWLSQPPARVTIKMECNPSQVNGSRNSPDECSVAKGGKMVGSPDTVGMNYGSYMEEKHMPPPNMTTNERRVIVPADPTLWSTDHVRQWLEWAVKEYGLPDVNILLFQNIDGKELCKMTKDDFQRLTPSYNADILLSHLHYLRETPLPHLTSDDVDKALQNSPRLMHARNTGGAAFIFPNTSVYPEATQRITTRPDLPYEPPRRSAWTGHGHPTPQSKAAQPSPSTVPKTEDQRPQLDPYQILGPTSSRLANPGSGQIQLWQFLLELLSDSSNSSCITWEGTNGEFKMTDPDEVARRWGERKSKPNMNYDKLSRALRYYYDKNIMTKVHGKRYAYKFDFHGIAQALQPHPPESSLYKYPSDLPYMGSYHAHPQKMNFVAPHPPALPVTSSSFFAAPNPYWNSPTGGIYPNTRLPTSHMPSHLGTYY
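His-tagged ERG Ets domain (1 uM in the protein solution; 300mM KCl, 50mM Tris-HCl, 1mM EDTA, 1mM DTT, pH 7.5) received compound, then a probe mix of 5 nM fluorescein-DNA and 100nM Texas-615-DNA. Fluorescence polarization was read for both dyes.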
PGK inhibitor: inhibitors of T. brucei phosphoglycerate kinase | 380,000 tested, 0.043% active | PGK/GAPDH coupled, Kinase-Glo luminescence, 60 min | Potency, µM (highest dose often 57.5 µM), without a hit: top-dose activity change, negative = inhibition, most hits filed as inhibitors | AID 602233; also: potency is read from the fitted curve at half-maximal effect; % is scaled to controls: 0 for no effect and ±100 for the full control effect; nearly all actives have a fitted effect of over 60% in size
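Recombinant glycosomal PGK reaction used 1,3-bisphosphoglycerate generated in-well by GAPDH (100nM final) in 100mM TEA pH 7.6, 5mM MgCl2, 0.01% Tween-20. After 60 minutes at room temperature, ATP was read by Kinase-Glo Plus luminescence end-point.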
G9a inh: G9a (human) methyltransferase inhibition. Potency, µM (series often up to 102 µM), without a hit: at the top dose activity, negative = inhibition, usual class: inhibitors. G9a H3K9 monomethylation, AlphaScreen, 2 h. AID 504332. 350,000 tested, 8.8% active; also: potency is read from the fitted curve at half-maximal effect; % is scaled to controls: 0 for no effect and ±100 for the full control effect; nearly all actives have a fitted effect of over 75% in size
Target sequence (Q96KQ7 913-1193 limits assumed): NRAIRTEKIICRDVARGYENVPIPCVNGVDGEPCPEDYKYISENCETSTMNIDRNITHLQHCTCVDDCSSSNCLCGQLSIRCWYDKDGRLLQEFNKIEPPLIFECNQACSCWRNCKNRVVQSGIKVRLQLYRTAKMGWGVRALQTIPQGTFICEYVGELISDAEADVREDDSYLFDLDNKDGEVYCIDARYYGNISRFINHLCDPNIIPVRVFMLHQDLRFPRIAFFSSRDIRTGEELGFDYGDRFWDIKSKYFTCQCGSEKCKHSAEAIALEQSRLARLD
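AlphaScreen detection with an anti-monomethyl H3K9 antibody quantified product after a 2 h room-temperature reaction containing 500 nM biotinylated H3K9 peptide, 20 µM SAM and 20 nM enzyme, which had been preincubated 15 min with compound.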
GLS inhibitor: glutaminase GLS (human) inhibition | 410,000 tested, 0.21% active | O94925 | GLS enzymatic activity, qHTS titration | Potency, µM (series often up to 45.5 µM), for the others: top-dose activity change, negative = inhibition, usual class: inhibitors; also: potency is read from the fitted curve at half-maximal effect; % is scaled to controls: 0 for no effect and ±100 for the full control effect
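Two-point fluorescence kinetic (t0, 30 min RT) for hKGA; glutamate detected via glutamate oxidase–HRP–Amplex Red. Substrate: 1 mM L-glutamine solution; buffer 45 mM KH2PO4, pH 8.2.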
JMJD2A Tudor inh: inhibitors of human JMJD2A Tudor domain; AlphaScreen JMJD2A-Tudor / H3K4me3 peptide binding; Potency, µM (top dose mostly 114 µM), inactives show at the top dose activity change, negative = inhibition, usual class: inhibitors; 390,000 tested, 4.4% active; AID 504339; also: potency is read from the fitted curve at half-maximal effect; % is scaled to controls: 0 for no effect and ±100 for the full control effect; nearly all actives have a fitted effect of over 50% in size
BAZ2B inh: BAZ2B (human) inhibition; AID 504333; AlphaScreen BAZ2B-H3K14Ac peptide displacement; 360,000 tested, 4.4% active; Potency, µM (top dose mostly 114 µM), for the others: at the highest dose activity change, negative = inhibition, actives largely listed as inhibitors; Q9UIF8; also: potency is read from the fitted curve at half-maximal effect; % is scaled to controls: 0 for no effect and ±100 for the full control effect; nearly all actives have a fitted effect of over 60% in size
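AlphaScreen luminescence quantifies BAZ2B engagement of H3K14Ac peptide; the protein and biotinylated peptide are both at 50 nM final, buffer PBS pH 7.4 with 0.01% Tween-20, all steps at room temperature.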
* = called active by the depositor; ? = inconclusive; / = not tested or not shown; [ ] = another dose, or the depositor's remark. Unless noted, calls follow the shape of the dose curve; as a rule, active = well fitted curve in the direction sought with a large enough effect; inconclusive = small, poorly fitted or top-dose-only effect, or another doubt; inactive = no such curve, though single readings can be large; an effect the other way counts as inactive or inconclusive.

SMILES	PI4K2A inh	HP1b chromo inh	Pin1 inh	ERG Ets-DNA blk	PGK inhibitor	G9a inh	GLS inhibitor	JMJD2A Tudor inh	BAZ2B inh
O=C(c1cccc(Cl)c1)C1CCCN(S(=O)(=O)c2ccccc2)C1 (stereo unspecified)	-7.3	70.3%[activator]	11.3%	20.3%	-5.8%	48.6%	0.1%	12.5%	-19.8%
CCCc1c(C(=O)Nc2ccc(N3CCOCC3)cc2)cnn1-c1ccccc1	-2.3	17.4%	-0.7%	-6.1%	1.5%	/	16.0%	-19.0%	-11.6%
Cc1ccc(OCc2nc(-c3ccc(C(=O)NCCc4ccc(Cl)cc4)cc3)oc2C)cc1	2.4	23.2%	-2.6%	1.3%	-0.2%	3.1%[59 µM]	5.1%	5.2%	-3.6%
O=C(O)/C=C/c1ccc(OCc2cccc(F)c2)cc1	-5.2	-1.7%	-14.0%	3.5%	-9.3%	-28.6%	-12.2%	14.1µM*	-13.2%
CCOc1ccc(CCNC(=O)COC(=O)Cn2cnc3c2c(=O)n(C)c(=O)n3C)cc1OCC	0.7	32.0%	1.2%	-6.2%	-7.7%	?	0.0%	-10.3%	-29.4%
NC(=O)c1ccc(NC(=O)COC(=O)c2ccc(Cl)nc2)cc1	-0.6	24.0%	-4.5%	0.9%	-0.4%	7.94µM*	4.2%	-3.4%	0.6%
N#Cc1c(N)nc2c(c1-c1ccncc1)CCCCC2	6.4	24.1%	-7.2%	-1.7%	-1.2%	-44.2%	1.6%	-4.5%	-36.3%
COc1cccc(CN(C(=O)c2ccccc2Cl)C2CCS(=O)(=O)C2)c1 (stereo unspecified)	-2.6	-8.4%	-5.8%	8.0%	-11.1%	12.6%	-1.3%	-0.8%	-2.6%
COCc1nnc(NC(=O)CSc2ccc(C)cc2)s1	2.0	-3.0%	-2.1%	0.1%	-4.7%	/	-7.6%	-11.2%	-32.1%
Cc1sc2c(c1C)c(=O)n(-c1cccc(C(F)(F)F)c1)c(=O)n2CC(=O)NCc1ccco1	3.6	27.6%	29.8%	-16.1%	-5.5%	-2.0%[59 µM]	-8.7%	-2.9%	-4.7%
CCOc1ccc(N2CC(NC(=O)C3CCCC3)CC2=O)cc1 (stereo unspecified)	-2.4	-5.8%	-9.4%	13.9%	-3.4%	-2.9%[59 µM]	-2.0%	-12.3%	2.0%
CCC(C(=O)NCCCN(CC)CC)n1ncn2c(cc3occc32)c1=O (stereo unspecified)	2.1	3.2%	2.5%	0.5%	/	?	-12.2%	-12.0%	4.2%
N#Cc1sc2nc(-c3cccs3)cc(-c3ccc(F)cc3)c2c1N	0.8	106.2%[activator]	?	9.2%	-0.3%	28.3%	4.7%	11.6%	56.0%[activator]
Cc1cccc(NC(=O)C(C)SCc2nc3sc(C)c(C)c3c(=O)[nH]2)n1 (stereo unspecified)	-2.2	32.8%	24.0%	2.7%	-10.3%	44.7µM*	-5.8%	-24.1%	-19.7%
O=C(Cc1ccccc1[N+](=O)[O-])NNC(=O)c1cccs1	4.9	40.7%[activator]	3.4%	1.3%	-3.3%	15.6%[12.7 µM]	13.4%	2.6%	-9.4%
CC(CC(C)C(=O)N1CCOCCN(C(=O)C(C)CC(C)C(=O)O)CCOCC1)C(=O)O (stereo unspecified)	2.9	26.7%	-4.4%	0.0%	3.5%	?	4.1%	-16.5%	2.1%
CCN(c1ccccc1)S(=O)(=O)c1c(C)nc2scc(C)n2c1=O	0.9	18.2%	-2.8%	-0.7%	-4.8%	-2.4%[59 µM]	-15.4%	-6.8%	5.8%
O=[N+]([O-])c1ncc(Br)cc1Nc1ccccc1	-3.7	?	-8.0%	12.8%	-4.2%	/	-10.3%	?	/
CC(=O)NS(=O)(=O)c1ccc(N2C(=O)c3ccccc3C2=O)cc1	0.1	36.2%	1.9%	9.3%	4.6%	-20.4%	-0.2%	-9.4%	-14.6%
COc1cccc(OCc2nc3ncc(Br)cc3[nH]2)c1	2.2	9.4%	43.0%[activator]	4.4%	/	11.2%[12.7 µM]	0.0%	-28.2%	-1.8%
O=C(CSc1nccn1Cc1ccco1)Nc1ccccc1	-5.2	20.3%	4.2%	7.1%	-12.1%	/	9.4%	-4.4%	-33.9%
O=C(NCc1ccc(Cl)cc1)C1CCN(C(=O)Cc2ccccc2)CC1	5.6	32.7%	-7.6%	-9.3%	-6.7%	-4.8%	-7.6%	-4.9%	50.1µM*
COn1c2c(c3c4nonc4ccc31)CCCC2	-2.7	103.3%[activator]	-9.2%	/	/	10µM*	1.5%	34.3%	14.5%
O=C(c1ccc(Cl)cc1)C1C2C(=O)N(c3ccccc3)C(=O)C2C2CCCN21 (stereo unspecified)	1.5	65.4%[activator]	-11.8%	1.7%	-8.3%	8.91µM*	-7.3%	-13.7%[11.4 µM]	?
Cc1nn(-c2ccccc2)c(Cl)c1/C=C/C(=O)c1ccc(O)cc1	-4.9	-5.7%	-2.1%	0.7%	-0.9%	15.8µM*	?	-27.4%	-9.7%
SMILES	PI4K2A inh	HP1b chromo inh	Pin1 inh	ERG Ets-DNA blk	PGK inhibitor	G9a inh	GLS inhibitor	JMJD2A Tudor inh	BAZ2B inh
Clc1ccc(-c2nnc(-c3ccc(Br)cc3)c(N3CCSCC3)n2)cc1	6.7	3.0%	12.9%	8.4%	1.9%	39.5%[12.7 µM]	-7.6%	-22.0%	?
N=Nc1c(O)n(CC(=O)Nc2ccccc2)c2ccccc12	-4.3	31.6%	-5.4%	1.4%	-4.2%	/	10.2%	-21.9%	6.1%
Cc1ccc2c(CC(=O)Nc3ccc(S(=O)(=O)N4CCCC(C)C4)cc3)coc2c1 (stereo unspecified)	0.5	19.9%	35.1%[activator]	7.7%	12.4%	-35.6%[59 µM]	-7.7%	-10.8%	-26.1%
CC(=O)c1ccc(NC(=O)C2CCN(S(=O)(=O)c3c(C)noc3/C=C/c3ccc(C)cc3)CC2)cc1	-3.2	14.0%[57 µM]	-0.5%	-0.7%	-7.2%	6.8%[59 µM]	6.8%	-16.6%	2.1%
O=C(NNc1ccccn1)C(=O)NNS(=O)(=O)c1ccc(Cl)cc1	-8.4	31.3%	2.0%	-3.5%	-9.8%	30.1%	20.5%	-18.1%	56.2µM*
CN(Cc1ccccc1)C(=O)c1ccccc1-c1ccccc1	3.0	41.1%[activator]	5.6%	0.8%	3.8%	7.4%	-9.2%	-8.8%	-1.6%
CCn1c(SCC(=O)NCc2ccc(F)cc2)nc2c(c1=O)SC(C)C2 (stereo unspecified)	-1.7	27.5%	-2.4%	-7.5%	-4.9%	-16.4%	0.3%	-19.1%	5.4%
COc1ccc(CCNC(=O)Cn2c(=O)c3cccn3c3ccc(F)cc32)c(OC)c1	2.7	20.2%	-3.9%	-4.3%	-0.9%	-24.5%[59 µM]	-10.8%	-20.1%	-11.1%
CCc1ccc(Nc2nc3c(S(=O)(=O)c4cccc(Cl)c4)nnn3c3ccsc23)cc1	1.7	18.3%	-1.1%	-2.5%	-8.2%	6.1%[59 µM]	-0.4%	2.6%	-13.6%
CC(=O)Nc1ccc(S(=O)(=O)NCC(=O)NNC(=O)c2csc(N3CCOCC3)n2)cc1	2.1	53.0%[activator]	?	-6.1%	1.0%	?	4.6%	-10.9%	-6.4%
O=C(C[C@H]1C[C@H](C(=O)N2CCCCC2)[C@@]2(CCc3ccccc3)c3[nH]c4cc(-c5ccco5)ccc4c3CCN2C1=O)NCc1cccc(C(F)(F)F)c1	-0.4	-16.3%	58.3%[activator]	11.4%	-1.1%	/	4.3%	?	/
Cc1ccc(-c2cc(NC(=O)COc3ccc(Cl)c(C)c3)on2)cc1	3.5	35.3%	0.7%	-1.6%	4.6%	?	-12.3%	-17.7%	-2.9%
CCOc1ccc(S(=O)(=O)N(C)CC(=O)N2CCCC2)cc1	-4.1	26.5%	-9.2%	16.1%	-3.5%	0.3%	10.4%	-9.6%	-11.4%
Cc1ccc(CCNC(=O)c2nnc(Cc3cccc(F)c3)o2)cc1	3.3	-11.4%	-1.6%	-1.6%	-3.8%	?	-6.2%	?	?
Cc1cccc(C(=O)Nc2cccc(C(=O)N/N=C/c3ccc4c(c3)OCO4)c2)c1	-7.2	53.9%[activator]	11.6%	-5.8%	-5.4%	-24.6%	-0.8%	-1.4%	-0.1%
CN(C)c1ccc(/C=N/n2c(-c3ccccc3Br)n[nH]c2=S)cc1	4.4	-18.6%	-0.5%	-5.7%	2.9%	0.708µM*	?	14.1µM*	?
CCc1noc(C)c1C(=O)N1CCSC1=Nc1cccc(Cl)c1C	0.1	66.1%[activator]	6.6%	-17.2%	-5.8%	112.9%[activator]	-28.2%	40.8%[activator]	-1.2%
Cc1ccc(-n2nnnc2SCC(=O)Nc2ccc3c(c2)OCCO3)cc1C	-22.4	18.8%	-0.8%	5.2%	-6.3%	6.7%[59 µM]	-5.2%	-1.0%	10.2%
C#CCn1ccc(O)c(Cc2ccccc2)c1=O	-2.9	24.6%	3.9%	-13.6%	-7.5%	-0.1%	-12.0%	9.8%	-2.5%

Copied from the list:
Under BAZ2B inh, `Cc1cccc(C(=O)Nc2cccc(C(=O)N/N=C/c3ccc4c(c3)OCO4)c2)c1` is listed with -0.1%
Under PI4K2A inh, `O=C(NNc1ccccn1)C(=O)NNS(=O)(=O)c1ccc(Cl)cc1` is listed with -8.4
